TEAD-YAP inh – TEAD-YAP interaction inhibition, primary screen, TEAD-YAP interaction inhibitor project, luminescence, HEK-TIYL cells | inhibition, % at 9.12 µM | AID 1259422, 2018 | TEAD-Gal4/YAP UAS-luciferase luminescence | actives 1.4% (n = 640,000); in the data active = inhibition above about 32%;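 note: 0% = median of test compound wells and 100% = reference inhibitor wells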
GPR151 ag – activators of human GPR151, primary screen, cell-based, PathHunter beta-arrestin, luminescence. G-protein coupled receptor 151 (Homo sapiens), Q8TDV0. PathHunter beta-arrestin GPR151 cells. activation, % at 11.2 µM. actives 1% (n = 650,000). AID 1508602, 2020; in the data active = activation above about 4.9%;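 note: 0% = median of compound wells and 100% = cells with positive control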
MITF inh – MITF inhibitors, primary screen, biochemical, AlphaScreen, human. Microphthalmia-associated transcription factor (Homo sapiens), O75030. AlphaScreen MITF homodimerization, bead proximity signal. inhibition, % at 2.6 µM. actives 0.91% (n = 650,000); in the data active = inhibition above about 50%;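 note: 0% = vehicle wells with protein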
FBW7 act – FBW7 E3 ligase activators, primary screen, biochemical, AlphaScreen, human. AlphaScreen FBW7–phospho-cyclin E peptide binding, activator screen. normalized activity (activation), % at 26.1 µM. actives 0.13% (n = 650,000). AID 1259310, 2017; in the data active = normalized activity above about 1.9%;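 note: purified mutant Fbw7 with reduced substrate affinity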
* hit, by the source's call; & = joins results of further samples.

entry	SMILES	TEAD-YAP inh	GPR151 ag
1	COP(=O)(OC)c1nc(-c2ccc(C)cc2)oc1NCc1ccc2c(c1)OCO2	-3	2.7
2	COc1cccc(CC(C2CCN(CCO)CC2)N(C)C(=O)c2ccco2)c1 (stereo not given)	8	-0.2
3	Cc1nc(C/C(=N\Nc2ccccc2)c2ccc(O)cc2O)cs1	-12	-2.1
4	Cc1ccc(-c2nnc(Nc3ccc(O)cc3)c3ccccc23)cc1S(=O)(=O)N1CCN(C)CC1	6	1.8
5	Cc1cc(=O)[nH]c(SCC(C)C)n1	-1&10	-0.5&3.5
6	CC1=C(C(=O)OC2CCCCC2)C(c2cccnc2)C2=C(CC(c3ccc(Cl)cc3)CC2=O)N1 (stereo not given)	38*	-0.4
7	CC(=O)N1CCc2cc(S(=O)(=O)Nc3ccccc3C)ccc21	2	1.5
8	Cc1ccc(C(=O)COC(=O)CCNS(=O)(=O)c2ccccc2F)cc1	1	-2.8
9	COc1cc(C2CC(=O)N3C(=C2C#N)SCC3(O)c2ccc(C)cc2)cc(OC)c1O (stereo not given)	-6	2.2
10	O=C(O)c1cccc(OCc2ccccc2)c1	-30	-11

entry	MITF inh	FBW7 act
1	1	0.1
2	1	-0.1
3	-1	-0.2
4	-4	0.0
5	0&0	0.0&0.0
6	-4	0.3
7	16	1.6
8	24	0.2
9	0	0.0
10	8	0.4

New compounds follow.
entry	SMILES	TEAD-YAP inh	GPR151 ag
11	Cc1[nH]c2ccccc2c1C(=O)C(=O)N1CCN(c2ccccc2Cl)CC1	7	2.5
12	Cc1c(Cl)cccc1-c1ccc(C(=O)Nc2ccc(F)c([N+](=O)[O-])c2)o1	6	0.3
13	Nc1cccc(-c2nc3ccc(C(=O)NCCN4CCOCC4)cc3s2)c1	-9	-0.1
14	COc1ccccc1OS(=O)(=O)CCS(=O)(=O)c1ccc(Cl)cc1	28	-0.4
15	COc1ccc(CCNC(=O)CCS(=O)(=O)Cc2ccccc2Cl)cc1OC	0	1.8
16	COc1ccc(Cl)c2sc(N3CCN(C(=O)COc4ccccc4)CC3)nc12	13	-1.5
17	O=C(c1ccccc1N=Nc1c(O)[nH]c(=O)[nH]c1=O)N1CCCCCC1	8	-0.3
18	N#Cc1c(C(F)(F)F)cc(-c2ccccc2)nc1SCC(=O)Nc1ccc(S(N)(=O)=O)cc1	10	-0.9
19	Cc1ccccc1NC(=O)CN1C(=O)C2(SCC(=O)N2c2ccc(F)cc2)c2cccc(C)c21 (stereo not given)	9	-0.3

entry	MITF inh	FBW7 act
11	-15	-0.1
12	5	0.1
13	-5	0.0
14	4	-0.1
15	16	0.0
16	-10	0.0
17	9	0.2
18	2	0.5
19	-12	-0.1

7 structures out of the list, arranged by SMILES length, rising:
entry	SMILES	TEAD-YAP inh	GPR151 ag
10	O=C(O)c1cccc(OCc2ccccc2)c1	-30	-11
13	Nc1cccc(-c2nc3ccc(C(=O)NCCN4CCOCC4)cc3s2)c1	-9	-0.1
15	COc1ccc(CCNC(=O)CCS(=O)(=O)Cc2ccccc2Cl)cc1OC	0	1.8
16	COc1ccc(Cl)c2sc(N3CCN(C(=O)COc4ccccc4)CC3)nc12	13	-1.5
11	Cc1[nH]c2ccccc2c1C(=O)C(=O)N1CCN(c2ccccc2Cl)CC1	7	2.5
17	O=C(c1ccccc1N=Nc1c(O)[nH]c(=O)[nH]c1=O)N1CCCCCC1	8	-0.3
12	Cc1c(Cl)cccc1-c1ccc(C(=O)Nc2ccc(F)c([N+](=O)[O-])c2)o1	6	0.3

entry	MITF inh	FBW7 act
10	8	0.4
13	-5	0.0
15	16	0.0
16	-10	0.0
11	-15	-0.1
17	9	0.2
12	5	0.1

Source: PubChem BioAssay

Hits appear at their usual frequency (roughly 3.4% active in at least one column).
